Screening results from PubChem BioAssay.
PPARg SRC2 recr – promotes SRC-2 coactivator recruitment by human PPARgamma | hit rate 0.34% among 200,000 | PPARgamma LBD-SRC-2 recruitment, biochemical | activation, % at 8 µM | P37231; in the data active means activation above about 22%;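 further: 0% = vehicle and 100% = reference agonist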
PPARg SRC-3 ag – agonists of human PPARgamma SRC-3 coactivator recruitment. P37231. activation, % at 8 µM. biochemical PPARgamma/SRC-3 coactivator recruitment assay. AID 731. hit rate 0.26% among 200,000; in the data active means activation above about 23%;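 further: 0% = DMSO and 100% = reference agonist; some compounds past the cut are filed as inactive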
STAT3 blocker – inhibitors of IL-6 induced STAT3 signaling; U3A cells, IL-6 STAT3-luciferase reporter, luminescence; host cell line lacks STAT1; inhibition, % at 5.5 µM; hit rate 0.89% among 190,000; AID 862;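 active means inhibition above the mean inhibition across all screened compounds plus 3 SD, cut at about 44% in these data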;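 further: 0% = DMSO only wells and 100% = 100 µM nifuroxazide control wells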
TR-FRET SRC-2 ct – counter-screen for PPARgamma SRC-2 recruitment agonists: TR-FRET artefact; stronger effect = higher value; TR-FRET ratio at 8 µM; hit rate 0.4% among 200,000; in the data active means TR-FRET ratio above about 2000; further: inactives centre near 1500
S1P3 antag – S1P3 (human) receptor antagonism; hit rate 0.27% among 170,000; inhibition, % at 4.98 µM; CHO S1P3 NFAT-BLA reporter, FRET fluorescence, antagonist mode; Q99500;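 active means inhibition above the plate cutoff, the mean inhibition of test wells on that plate plus 3 SD, cut at about 28% in these data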;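 further: cells challenged with S1P at its EC80 of 0.8 µM; blue over green emission ratio from cleaved BLA substrate after 4 h stimulation; 0% = S1P-stimulated wells and 100% = unstimulated DMSO-only wells; some compounds past the cut are filed as inactive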
Target sequence (Q99500 whole entry, looked up): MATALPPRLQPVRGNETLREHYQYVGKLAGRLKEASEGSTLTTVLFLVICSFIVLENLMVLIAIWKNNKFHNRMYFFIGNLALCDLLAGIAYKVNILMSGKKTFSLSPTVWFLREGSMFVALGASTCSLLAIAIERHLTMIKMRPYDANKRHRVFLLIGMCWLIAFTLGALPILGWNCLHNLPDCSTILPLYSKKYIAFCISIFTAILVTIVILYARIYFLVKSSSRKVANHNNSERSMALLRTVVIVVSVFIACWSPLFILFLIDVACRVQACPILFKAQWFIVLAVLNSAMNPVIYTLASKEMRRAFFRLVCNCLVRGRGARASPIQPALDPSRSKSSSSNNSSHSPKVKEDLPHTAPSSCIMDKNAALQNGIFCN
STAT3 act – activators of IL-6 induced STAT3 signaling. U3A cells, IL-6 STAT3-luciferase reporter, luminescence; 100% = signal with IL-6 EC80 alone. activation (% of control), % at 5.6 µM. hit rate 0.91% among 190,000;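 active means activation above the screen-wide mean of compound activation plus 3 SD, cut at about 130% in these data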;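 further: 0% = background luminescence of wells with medium and substrate only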
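Test system: human U3A cells carrying STAT3-luciferase construct; control set: IL-6-only wells as 100% reference; timing: compound pre-incubation 1 h before IL-6, then 6 h stimulation at 37 °C; also added: IL-6 stimulus at 33 ng/mL final; evaluation: % activation versus median of IL-6-stimulated wells; detection: reporter luminescence signal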
STAT1 inh – STAT1 signaling inhibition; NIH 3T3 STAT1-luciferase reporter, IFN-gamma, luminescence; inhibition, % at 5.5 µM; hit rate 0.35% among 200,000; AID 920;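 active means inhibition above a set limit, the mean inhibition across all tested compounds plus 3 SD, cut at about 34% in these data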;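 further: 0% = IFN-gamma with DMSO and 100% = IFN-gamma with 300 µM nifuroxazide; values of inactives mirror those of a sister screen read the other way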
RAM network inh – yeast RAM network inhibition; hit rate 1.8% among 190,000; inhibition, % at 50 µM; S. cerevisiae dse1pr::URA3 reporter, 5-FOA growth OD615, 2 d; analog-sensitive cbk1-as2 kinase mutant strain;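 active means inhibition above a set limit, 3 SD over mean compound inhibition, cut at about 8.4% in these data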;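 further: 0% = DMSO-only wells with no growth and 100% = 10 µM 1-NA-PP1 full growth; inhibition rescues growth on 5-FOA so higher OD means more RAM inhibition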
TLR4 MyD88 comp – blocks binding of human TLR4 to MyD88; hit rate 0.18% among 200,000; inhibition, % at 8.4 µM; HeLa CL3-4 TLR4/MyD88 BLA complementation, FRET ratio; O00206+Q99836; in the data active means inhibition above about 25%;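 further: 0% = vehicle and 100% = reference inhibitor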
ROMK mod – modulators of human ROMK potassium channel; hit rate 2% among 130,000; AID 1918; Tet-inducible ROMK, thallium flux fluorescence; actives lie on both sides; B-score at 10 µM;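 active means signal ratio slope over the read window, or its plate-corrected B-score, at least 3 SD from the plate mean, either direction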;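 further: B-score of the F/F0 ratio slope over 7 to 12 s after thallium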
Target sequence (P48048 whole entry, looked up): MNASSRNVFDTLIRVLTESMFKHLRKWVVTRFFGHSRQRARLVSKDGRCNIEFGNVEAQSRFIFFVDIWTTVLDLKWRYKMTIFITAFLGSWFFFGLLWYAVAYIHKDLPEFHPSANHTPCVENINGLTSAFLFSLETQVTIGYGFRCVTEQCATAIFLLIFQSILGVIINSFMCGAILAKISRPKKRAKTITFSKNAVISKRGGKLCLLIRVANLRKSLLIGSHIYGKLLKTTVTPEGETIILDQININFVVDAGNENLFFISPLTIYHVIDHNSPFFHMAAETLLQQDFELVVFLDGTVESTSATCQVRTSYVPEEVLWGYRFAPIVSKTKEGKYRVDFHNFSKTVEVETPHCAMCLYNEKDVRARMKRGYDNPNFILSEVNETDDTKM
PPARg SRC-1 ag – promotes SRC-1 coactivator recruitment by human PPARgamma; hit rate 0.41% among 200,000; PPARgamma-SRC-1 coactivator recruitment biochemical assay; AID 631; P37231; activation, % at 8 µM; in the data active means activation above about 19%;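 further: 0% = DMSO and 100% = reference agonist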
* hit, by the source's call; / = not tested or not shown.

The opening twelve records, to show the layout:
smiles | PPARg SRC2 recr | PPARg SRC-3 ag | STAT3 blocker | TR-FRET SRC-2 ct | S1P3 antag | STAT3 act | STAT1 inh | RAM network inh | TLR4 MyD88 comp | ROMK mod | PPARg SRC-1 ag
COc1ccc(OC)c(C2=NOC(C(=O)NCC3CCCO3)C2)c1 (configuration not stated) | -1.1 | -3.5 | 9.9 | 1580 | -20.7 | 93.1 | 7.7 | 2.9 | -0.4 | 0.272 | 6.3
COc1ccc(CC(=S)N2CCOCC2)cc1F | 1.7 | 3.6 | 1.5 | 1538 | -8.5 | 100.7 | 2.6 | -0.6 | -3.6 | / | -0.1
CC1CN(C(=O)CSc2nc(-c3ccc(F)cc3)cs2)CC(C)O1 (configuration not stated) | 2.0 | -1.1 | 12.2 | 1610 | / | 90.7 | -2.8 | 0.1 | 1.8 | -0.637 | -1.0
Cc1ccc(S(=O)(=O)NCC(=O)N2CCOCC2)cc1 | 3.4 | 0.6 | 8.1 | 1380 | -11.2 | 100.7 | -8.3 | -0.1 | 3.2 | / | -6.3
CC1CCCN(C(=O)CSc2nc3ccccc3o2)C1 (configuration not stated) | 4.7 | 7.0 | -8.0 | 1620 | / | 107.4 | -22.5 | 0.8 | 0.7 | / | 3.1
O=C(NCc1ccco1)c1ccc2c(=O)n(Cc3ccco3)c(SCC(=O)N3CCCC3)nc2c1 | 0.0 | 3.0 | 6.4 | 1450 | / | 95.2 | 19.5 | 1.6 | -0.6 | / | 1.3
CCCn1nnnc1NCc1ccccc1OCc1cccs1 | -6.0 | -3.4 | -7.5 | 1584 | 37.9 | 106.2 | -6.5 | 1.1 | 1.7 | / | 8.4
CC1(C)CC(=O)C(C=NCCN2CCNCC2)=C(O)C1 | 0.7 | 5.4 | -8.5 | 1450 | -5.9 | 108.2 | -3.7 | 3.6 | 5.9 | -0.323 | 1.9
COc1cc(CNCC(C)C)c(Br)cc1OCC(=O)NCc1ccccc1 | 0.9 | -1.5 | 0.5 | 1383 | / | 100.5 | -3.7 | 1.6 | -3.8 | -0.21 | -1.9
Cc1ccc(-c2cc[n+](Cc3ccccc3)cc2)cc1 | -6.8 | 3.9 | 20.7 | 1468 | -3.9 | 85.7 | 23.2 | 1.3 | -1.9 | 0.0438 | 3.6
Cc1cc(C)n2nc(C(=O)NNC(=O)c3ccccc3)nc2n1 | 13.0 | 1.4 | 4.0 | 1722 | -12.9 | 101.6 | -4.4 | 0.3 | 7.4 | 0.25 | 5.8
COC(=O)c1cc(Cl)c(NC(=O)c2cc3ccccc3o2)cc1OC | 50.1* | 105.1* | 7.8 | 3198* | / | 102.1 | -15.7 | 1.1 | -0.9 | / | 96.8*

All compounds of this part, previewed entries included:
smiles | PPARg SRC2 recr | PPARg SRC-3 ag | STAT3 blocker | TR-FRET SRC-2 ct | S1P3 antag | STAT3 act | STAT1 inh | RAM network inh | TLR4 MyD88 comp | ROMK mod | PPARg SRC-1 ag
COc1ccc(OC)c(C2=NOC(C(=O)NCC3CCCO3)C2)c1 (configuration not stated) | -1.1 | -3.5 | 9.9 | 1580 | -20.7 | 93.1 | 7.7 | 2.9 | -0.4 | 0.272 | 6.3
COc1ccc(CC(=S)N2CCOCC2)cc1F | 1.7 | 3.6 | 1.5 | 1538 | -8.5 | 100.7 | 2.6 | -0.6 | -3.6 | / | -0.1
CC1CN(C(=O)CSc2nc(-c3ccc(F)cc3)cs2)CC(C)O1 (configuration not stated) | 2.0 | -1.1 | 12.2 | 1610 | / | 90.7 | -2.8 | 0.1 | 1.8 | -0.637 | -1.0
Cc1ccc(S(=O)(=O)NCC(=O)N2CCOCC2)cc1 | 3.4 | 0.6 | 8.1 | 1380 | -11.2 | 100.7 | -8.3 | -0.1 | 3.2 | / | -6.3
CC1CCCN(C(=O)CSc2nc3ccccc3o2)C1 (configuration not stated) | 4.7 | 7.0 | -8.0 | 1620 | / | 107.4 | -22.5 | 0.8 | 0.7 | / | 3.1
O=C(NCc1ccco1)c1ccc2c(=O)n(Cc3ccco3)c(SCC(=O)N3CCCC3)nc2c1 | 0.0 | 3.0 | 6.4 | 1450 | / | 95.2 | 19.5 | 1.6 | -0.6 | / | 1.3
CCCn1nnnc1NCc1ccccc1OCc1cccs1 | -6.0 | -3.4 | -7.5 | 1584 | 37.9 | 106.2 | -6.5 | 1.1 | 1.7 | / | 8.4
CC1(C)CC(=O)C(C=NCCN2CCNCC2)=C(O)C1 | 0.7 | 5.4 | -8.5 | 1450 | -5.9 | 108.2 | -3.7 | 3.6 | 5.9 | -0.323 | 1.9
COc1cc(CNCC(C)C)c(Br)cc1OCC(=O)NCc1ccccc1 | 0.9 | -1.5 | 0.5 | 1383 | / | 100.5 | -3.7 | 1.6 | -3.8 | -0.21 | -1.9
Cc1ccc(-c2cc[n+](Cc3ccccc3)cc2)cc1 | -6.8 | 3.9 | 20.7 | 1468 | -3.9 | 85.7 | 23.2 | 1.3 | -1.9 | 0.0438 | 3.6
Cc1cc(C)n2nc(C(=O)NNC(=O)c3ccccc3)nc2n1 | 13.0 | 1.4 | 4.0 | 1722 | -12.9 | 101.6 | -4.4 | 0.3 | 7.4 | 0.25 | 5.8
COC(=O)c1cc(Cl)c(NC(=O)c2cc3ccccc3o2)cc1OC | 50.1* | 105.1* | 7.8 | 3198* | / | 102.1 | -15.7 | 1.1 | -0.9 | / | 96.8*
Cc1ccc(NC(=O)COC(=O)CCc2nc3ccccc3c(=O)[nH]2)cc1Cl | -0.1 | -1.1 | -1.7 | 1541 | -11.3 | 103.5 | 2.5 | 2.4 | 14.1 | 0.577 | 7.0
COCCCNC(=O)Nc1ccc(F)cc1F | 14.6 | -7.0 | -3.1 | 1497 | -0.1 | 104.2 | 2.5 | 0.9 | 5.2 | / | -0.4
CCn1cc(C(=O)NCCC2=CCCCC2)c(=O)c2cc(S(=O)(=O)N(C)C)ccc21 | 0.1 | 0.1 | 19.9 | 1302 | 21.7 | 87.7 | 2.1 | -1.5 | -11.2 | / | -4.9
COc1ccc(COc2ccccc2C(=O)Nc2ccccn2)cc1[N+](=O)[O-] | 0.5 | 6.4 | -7.0 | 1549 | -3.7 | 103.5 | 0.8 | 1.6 | -6.7 | 0.0682 | 4.8
O=C(NC(NCCCN1CCOCC1)(C(F)(F)F)C(F)(F)F)C1CCCCC1 | -11.8 | -14.2 | -1.3 | 1574 | -21.1 | 105.0 | 7.6 | 1.4 | 5.4 | -0.699 | -4.7
Nc1ccc(-c2nc3ccc(N)cc3o2)cc1 | 17.1 | 14.3 | 4.5 | 1764 | 7.6 | 100.3 | -27.3 | 0.8 | 15.5 | / | 14.7
CCCCOC(=O)C1[C@H]2C(=O)N(c3ccccc3CC)C[C@]23C=C[C@H]1O3 (some centres not stated) | 4.0 | -1.5 | -5.1 | 1440 | -13.9 | 106.0 | 6.7 | 0.8 | 1.8 | 0.537 | -0.8
CCCCCCn1cnc2c(oc3nc4c(cc32)CCCC4)c1=O | -0.9 | -1.1 | -11.2 | 1469 | -1.4 | 111.3 | -11.2 | 3.3 | 8.2 | / | -4.0
O=C1CC(Sc2ncccn2)C(=O)N1c1ccccc1 (configuration not stated) | -0.2 | -3.2 | 1.7 | 1559 | / | 98.5 | 6.3 | 0.3 | -3.7 | 0.735 | 3.5
COc1ccccc1NC(=S)NNC(=O)c1ccccc1 | 4.6 | 10.1 | 7.7 | 1507 | / | 97.2 | -18.1 | / | -8.2 | / | -1.5
COc1cc(C(=O)NCCN2CCCC2)cc(OC)c1OC | -6.8 | 12.6 | 7.1 | 1340 | / | 96.8 | 1.7 | -1.2 | -0.2 | 1.02 | -1.9
CC1(CC(=O)N/N=C/c2cc3c(cc2Br)OCO3)OCCO1 | 0.8 | 4.7 | -3.8 | 1633 | -5.2 | 107.6 | -0.2 | -0.1 | 13.9 | 0.418 | 5.0

No enrichment for hits. Share with any hit: about 5.6%.
